# uPA generation – cell surface uPA generation inhibition | 330,000 compounds, 0.31% hits | cell surface uPA generation assay, qHTS | Potency, µM (highest dose often 38.3 µM), for inactives: top-dose activity change, negative = inhibition, actives largely listed as inhibitors; active means well fitted inhibition curve with a large enough effect; inconclusive means small, poorly fitted or top-dose-only effect; inactive means no such curve, though single readings can be large or run the other way; tested in mouse RAW 264.7 cells; further: potency means the concentration at half of the fitted maximal effect; on the % scale 0 is the no-effect control and ±100 the full control effect; nearly all actives have a fitted effect of over 55% in size
# Eya2 inh – Eya2 (human) phosphatase inhibition; recombinant Eya2, OMFP fluorescence dephosphorylation (OMFP is methylfluorescein phosphate); Potency, µM (doses to about 76.9 µM), for the others: top-dose activity, negative = inhibition, hits mostly inhibitors; 330,000 compounds, 0.006% hits; further: potency means the concentration at half of the fitted maximal effect; on the % scale 0 is the no-effect control and ±100 the full control effect
#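 Eya2 (0.2 uM) preincubated 10 min at ambient with compound, then OMFP substrate added at 50 uM; 10 min reaction in 50 mM HEPES pH 7.5, 50 mM NaCl, 5 uM MgCl2, 0.05% BSA, 1 mM DTT. Fluorescence read at Ex 485/Em 525 nm.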
# Mito fusion yeast – inhibitors of mitochondrial division or activators of mitochondrial fusion; 320,000 compounds, 0.23% hits; Potency, µM (titrated, usually from 46.1 µM), for inactives: at the top dose growth rescue (activation), actives largely listed as activators; S. cerevisiae fusion-defective mutant growth rescue, CellTiterGlo 48 h;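 further: potency means the concentration at half of the fitted maximal effect; % of control where 0% means no effect; nearly all actives have a fitted effect of over 45% in size; temperature-sensitive fusion mutants such as fzo1-1 at 37 °C on non-fermentable ethanol glycerol medium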
#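 Yeast fusion mutant, YPEG (non-fermentable carbon), compound, 48 h at 37C non-permissive; CellTiterGlo added, 10 min RT, luminescence read. Rescued growth = division inhibition.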
# ELG1 repair inh – inhibitors of ELG1-dependent DNA repair in HEK293T cells. HEK293T ELG1-luciferase reporter, luminescence, 16 h; DNA damage induced by 5-fluorouridine. Potency, µM (series often up to 46.1 µM), without a hit: at the highest dose activity change, negative = inhibition, most hits filed as inhibitors. 330,000 compounds, 2.3% hits; further: potency means the concentration at half of the fitted maximal effect; on the % scale 0 is the no-effect control and ±100 the full control effect; nearly all actives have a fitted effect of over 55% in size
#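 Luminescence from the luciferase reporter, measured 30 min after ONE-Glo reagent at room temperature, was the read-out. Beforehand, 2,000 cells per well were exposed for 16 hr at 37 °C to 5-fluorouridine together with compound or vehicle.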
# Tb PFK inh – T. brucei PFK enzyme inhibition | O15648 | T. brucei PFK, ADP-Glo luminescence | Potency, µM (highest dose often 57.5 µM), for the others: at the highest dose activity, negative = inhibition, usual class: inhibitors | 330,000 compounds, 0.17% hits | AID 485367;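 further: potency means the concentration at half of the fitted maximal effect; 0% = uninhibited 1x PFK enzyme wells and -100% = no-enzyme wells; nearly all actives have a fitted effect of over 60% in size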
# Target sequence (O15648 whole entry, looked up): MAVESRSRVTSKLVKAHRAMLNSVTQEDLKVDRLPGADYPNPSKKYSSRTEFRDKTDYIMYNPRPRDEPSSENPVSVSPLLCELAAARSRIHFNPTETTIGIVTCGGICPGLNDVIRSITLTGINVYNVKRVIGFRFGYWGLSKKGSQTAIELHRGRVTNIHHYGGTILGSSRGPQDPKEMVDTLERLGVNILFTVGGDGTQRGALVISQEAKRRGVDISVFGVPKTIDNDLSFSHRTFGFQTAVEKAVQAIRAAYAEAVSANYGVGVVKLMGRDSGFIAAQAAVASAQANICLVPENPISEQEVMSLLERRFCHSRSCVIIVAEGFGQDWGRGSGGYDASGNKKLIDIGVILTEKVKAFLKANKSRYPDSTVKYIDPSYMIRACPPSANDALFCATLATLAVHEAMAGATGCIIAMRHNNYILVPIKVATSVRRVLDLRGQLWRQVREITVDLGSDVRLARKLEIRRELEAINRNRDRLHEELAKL
#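 ADP-Glo luminescence quantified ADP after 45 min at room temperature, with 1.25 nM T. brucei PFK, 0.1 mM ATP and 0.5 mM fructose-6-phosphate in pH 8.0 TEA buffer. qHTS titrations up to 57 µM; curves classified by quality.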
# B2AR arrestin – recruits beta-arrestin to the human beta2-adrenergic receptor; P07550; beta-arrestin recruitment to beta2AR, cell-based reporter; Potency, µM (titrated, usually from 46.1 µM), without a hit: top-dose activation, most hits filed as activators; 330,000 compounds, 0.02% hits; AID 492947;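 further: potency means the concentration at half of the fitted maximal effect; 0% = DMSO controls and full agonism = EC100 isoproterenol or metaproterenol; nearly all actives have a fitted effect of over 65% in size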
# Target sequence (P07550 whole entry, looked up): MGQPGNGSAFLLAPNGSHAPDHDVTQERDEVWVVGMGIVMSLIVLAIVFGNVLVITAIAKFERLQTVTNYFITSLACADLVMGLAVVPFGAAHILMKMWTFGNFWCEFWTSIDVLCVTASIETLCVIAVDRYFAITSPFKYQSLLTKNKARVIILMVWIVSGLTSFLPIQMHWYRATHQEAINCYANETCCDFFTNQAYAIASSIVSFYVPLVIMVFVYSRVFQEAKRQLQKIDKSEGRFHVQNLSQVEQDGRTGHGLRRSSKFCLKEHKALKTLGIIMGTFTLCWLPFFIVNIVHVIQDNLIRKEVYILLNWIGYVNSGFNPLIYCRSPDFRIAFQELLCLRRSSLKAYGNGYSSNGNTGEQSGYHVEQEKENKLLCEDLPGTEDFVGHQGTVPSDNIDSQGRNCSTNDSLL
# TCR act – T cell receptor activation; AID 504894; primary human leukocytes, anti-CD3, IL-2 HTRF, 48 h; Potency, µM (top dose mostly 9.22 µM), for inactives: top-dose activation of IL-2 secretion, actives largely listed as activators; 330,000 tested, under 10 active; further: % of control where 0% means no effect
#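 HTRF read-out of IL-2 secretion: europium cryptate donor excited at 320nm, d2 acceptor emission at 665nm. Cells were primary human leukocytes incubated 48 hr with compounds and a-CD3 beads, supplying TCR signal only.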
# TSHR antagonist – antagonists of human thyroid stimulating hormone receptor; P16473; TSHR-expressing cells, TSH-stimulated cAMP HTRF, 2 h; active compounds read low; activity change, negative = inhibition, % at 11.5 µM; 330,000 compounds, 0.2% hits; AID 504810;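 active means activity change below a set negative limit, meaning inhibition stronger than a set level, cut at about -70% in these data; inconclusive means activity change between two set negative limits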; further: on the % scale 0 is the no-effect control and ±100 the full control effect
#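 Read-out is FRET at 665 nm (cryptate excitation 337 nm) from a cryptate-tagged anti-cAMP antibody, competed by cell cAMP against cAMP-d2. Compounds are tested on freshly harvested TSHR cells challenged with 4nM TSH (EC80) for 2 hours at 37 deg C.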
# USP2a inh – inhibitors of human ubiquitin-specific protease USP2a; USP2 core, Ub-CHOP2 coupled fluorogenic reporter, 485/531; Potency, µM (top dose mostly 38.3 µM), inactives show at the top dose activity change, negative = inhibition, actives largely listed as inhibitors; 330,000 compounds, 0.01% hits; AID 463254;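 further: potency means the concentration at half of the fitted maximal effect; plate controls were DMSO wells for no effect and full inhibition by NEM control for full effect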
#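 Deubiquitinase activity read as fluorescence (485/531 nm) after Ub-CHOP2 cleavage activates the enterokinase reporter on its substrate; USP2 core 10nM, Ub-CHOP2 and substrate 25nM each, 30min compound preincubation then 60min RT; data normalized to NEM, curves fitted.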
# BCR signal inh – blocks chronic active B-cell receptor signaling; Potency, µM (top dose mostly 46.1 µM), without a hit: top-dose ratio change, negative = lower green/red ratio, hits mostly inhibitors; ABC-DLBCL IkBa-CBG/CBR reporter, luminescence ratio, 4 h; 340,000 compounds, 0.05% hits; active means well fitted inhibition curve with a large enough effect in the signal ratio, with a control signal flat, not every such curve was filed as active; inconclusive means small, poorly fitted or top-dose-only effect, or effect the other way, or a change in a side signal; the % refers to the signal ratio;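 further: potency means the concentration at half of the fitted maximal effect; plate controls were basal doxycycline-induced cells for no effect and cells given 10 µM MG132 for full effect; MG132 reads +100%, hits lower the ratio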
#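 Compounds up to 46 uM were incubated four hours with TMD8 cells whose green CBG68 luciferase is fused to IkappaBalpha; red CBR luminescence normalised the signal, and concentration-effect curves were fitted to fusion, red and ratio data.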
# TSG101-PTAP inh – blocks PTAP/TSG101 interaction to inhibit HIV-1 budding. 340,000 tested, under 10 active. Fluorescence polarization, FITC-PTAP peptide / Tsg101 binding. Potency, µM (doses to about 115 µM), for inactives: at the highest dose activity change, negative = inhibition, hits mostly inhibitors; active means well fitted inhibition curve with a large enough effect in the main read-out, with a control signal flat, not every such curve was filed as active; inconclusive means small, poorly fitted or top-dose-only effect, or effect the other way, or a change in a side signal; inactive means no such curve, though single readings can be large or run the other way; further: potency means the concentration at half of the fitted maximal effect; % of control where 0% means no effect
#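 Compounds were pin-transferred onto Tsg101 binding domain (10 uM final) in HEPES pH 7.5 buffer, then FITC-PTAP peptide was added at 50 nM final. After 20 min at RT, polarization reported peptide displacement across a qHTS concentration series.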
# An asterisk follows results filed as active; ? = inconclusive; · = not tested or not shown; [ ] = dose if it differs, or a comment. Unless noted, the call rests on the fitted dose curve; in most records, active means well fitted curve in the direction sought with a large enough effect; inconclusive means small, poorly fitted or top-dose-only effect, or another doubt; inactive means no such curve, though single readings can be large; an effect the other way counts as inactive or inconclusive. Rows were taken by chance; any-hit rate near 3%.
SMILES,uPA generation,Eya2 inh,Mito fusion yeast,ELG1 repair inh,Tb PFK inh,B2AR arrestin,TCR act,TSHR antagonist,USP2a inh,BCR signal inh,TSG101-PTAP inh
CC1(C)CC(=O)C(C(N)=NC(=O)c2ccccc2)=C(O)C1,1%,-17%,5%,?,-3%,0.3%,7%,-25,2%,17%,-3%
Cc1ccc(S(=O)(=O)N2C[C@@H]3[C@H]4CC[C@H](C4)[C@@H]3[C@@H](C)[C@@H]2c2cccn2Cc2ccccc2)cc1,-8%,-5%,·,-10%,-1%,0.6%,1%[46.1 µM],8,1%,8%,-7%
CN(CCc1ccccn1)C(=O)Nc1cccc(Cl)c1,-13%,10%,0%,20%,1%,0.1%,0%,-5,-2%,7%,-2%
Cc1ccc(NC(=O)CCNS(=O)(=O)c2ccc3c(c2)oc(=O)n3C)cc1,·,6%,-2%,14%,-4%,-1.1%,5%,5,-1%,0%,-3%
c1ccc(N2OCC3Cn4c(nc5ccccc54)C32)cc1 (configuration not stated),-2%,-1%,-18%,?,-3%,9.8%,2%,8,8%,?,-1%
CCCSc1ccc([C@@H]2[C@H]3C(=O)N(CC)C(=O)[C@H]3[C@]3(C(=O)OC)CCCN23)cc1,-1%,-4%,-1%,13%,9%,0.1%,-1%,-3,-1%,?,-3%
CCc1ccc(S(=O)(=O)Nc2c(C)n(C)n(-c3ccccc3)c2=O)cc1,7%,?,10%,0%,0%,-1.3%,-24%,1,-1%,2%,-3%
N#Cc1c(N)nc2c(c1-c1ccccc1)CCCC2,-4%,-2%,-2%,-18%,1%,0.2%,0%,-15,0%,6%,-6%
COc1ccc(C)cc1NC(=O)CSc1nc2scc(C)c2c(=O)[nH]1,-7%,5%,1%,-4%,1%,-1.3%,13%,6,1%,-8%,2%
COc1ccc(C(=O)NCc2nnc(SC)n2Cc2ccccc2)cc1,-2%,-4%,0%,19%,-1%,-0.1%,·,3,0%,5%,-5%
O=C(CCCC(=O)Nc1cccc(Br)c1)N/N=C/c1cc([N+](=O)[O-])ccc1O,-5%,-3%,-1%,15µM*,-23%,-0.5%,-1%,2,-6%,1%,-7%
O=C(c1ccco1)N1CCCC(N2CCN(c3cccc(C(F)(F)F)c3)CC2)C1 (configuration not stated),-5%,-1%,8%,17%,0%,-0.3%,0%,-10,1%,-2%,-4%
CCNc1nc2c(c(=O)n(C)c(=O)n2C)n1CCCc1ccccc1,-9%,3%,-5%,?,-1%,-0.8%,-1%,5,-1%,-13%,-3%
Cc1ccc(NC(=O)c2sccc2-n2cccc2)c(Cl)c1,-9%,4%,-1%,29%,-2%,-0.3%,15%,2,-9%,?,0%
O=C(O)c1ccc(CSc2ncn[nH]2)cc1,8%,-25%,-3%,14%,-10%,0.0%,-4%,-2,2%,-7%,-10%
O=C(O)C1CCCN1S(=O)(=O)c1ccc(Br)s1 (configuration not stated) (tested in a mixture with another compound),-2%,9%,-5%,16%,2%,-0.1%,-13%,0,1%,?,-1%
COC(=O)c1ccc(Cl)c(NC(=O)Cc2ccccc2[N+](=O)[O-])c1,-2%,-10%,-1%,?,5%,-0.7%,-1%[46.1 µM],11,2%,9%,-5%
O=S(=O)(c1ccc(NC(=S)N2CCN(c3ccc(O)cc3)CC2)cc1)N1CCOCC1,-9%,-13%,0%,8.2µM*,-9%,0.1%,6%,-8,1%,4%,0%
O=[N+]([O-])c1cc(Br)c(O)c(/C=N/Nc2nc3ccccc3s2)c1,-5%,9%,1%,4.1µM*,-2%,-0.1%,1%,-87*,0%,·,-12%
Cc1cccc(N2C(=O)/C(=C\c3ccc(C(=O)O)cc3)c3ccccc3C2=O)c1,2%,2%,-2%,?,22%,0.5%,7%,-5,5%,7%,-7%
O=C(COc1ccccc1C(=O)NCC1CCCO1)Nc1ccc(Br)cc1 (configuration not stated),-3%,-15%,7%,?,-18%,-0.2%,10%,5,-1%,?,-5%
Cn1c2c(c(=O)n(C)c1=O)C1(C(=O)Nc3ccccc31)C(C#N)=C(N)O2 (configuration not stated),2%,-1%,1%,7%,-1%,-0.4%,·,22,0%,?,1%
c1ccc(CCNc2c3c(nc4ncnn24)CCC3)cc1,-10%,3%,-14%,?,2%,-1.0%,·,0,0%,-1%,·
Cc1cc(/C=C2\SC(N)=NC2=O)c(C)n1-c1ccc(F)cc1,-4%,3%,0%,?,3%,0.1%,-2%,9,1%,7%,-9%
COc1cccc(CNC(=O)Cc2ccc(NC(=O)C3=C(C)OCCS3)cc2)c1,?,-3%,-3%,?,-8%,0.3%,6%,-3,2%,-8%,-6%
SMILES,uPA generation,Eya2 inh,Mito fusion yeast,ELG1 repair inh,Tb PFK inh,B2AR arrestin,TCR act,TSHR antagonist,USP2a inh,BCR signal inh,TSG101-PTAP inh
COc1ccc(C(=O)Oc2ccc3ccc(=O)oc3c2)cc1OC,-2%,13%,-5%,16%,0%,0.1%,-10%,2,1%,4%,-4%
Cn1c(=O)oc2cc(S(=O)(=O)N3CCC(C(=O)NCc4cccs4)CC3)ccc21,9%,7%,2%,4%,1%,0.1%,3%,3,0%,?,-4%
COc1ccc(OCc2nc(C#N)c(NCCCn3ccnc3)o2)cc1,8%,0%,6%,-9%,4%,0.0%,-1%,4,2%,1%,-2%
Cn1c(-c2ccc(F)cc2)cnc1NCc1ccc(C#N)cc1,-2%,3%,-1%,2%,-3%,0.1%,0%,10,3%,2%,-9%
COc1ccc(S(=O)(=O)NCC2CCCN(C(=O)CNC(C)=O)C2)cc1 (configuration not stated),4%,-1%,-1%,-3%,-7%,-0.4%,-6%,8,-2%,1%,-1%
CCOC(=O)C1(CCOc2ccccc2)CCN(Cc2cnc(C)[nH]2)CC1,4%,-14%,-3%,-9%,2%,-0.9%,27%,-5,2%,0%,0%
CCOC(=O)Cn1cc(C(=O)OC)c2ccccc21,2%,-6%,4%,?,1%,0.0%,-3%,-6,4%,-4%,-5%
CCCC(=O)NCCc1cc2ccc(OC)cc2[nH]c1=O,14%,-34%,0%,8%,-5%,-0.4%,-8%,-1,-2%,?,1%
C=CCOC(=O)C1=C(C)N=C2SCCC(=O)N2C1/C=C/c1ccccc1OC (configuration not stated),-2%,3%,16%,12%,-8%,0.0%,-2%,9,-11%,3%,-6%
NC(=O)C1CCN(C(=O)c2cccc(CN3C(=O)c4ccccc4C3=O)c2)CC1,-1%,-11%,0%,7%,0%,0.0%,0%,15,0%,-5%,-6%
Cc1ccc(OCc2nnc(SCC(N)=O)n2N)cc1,5%,-7%,0%,8%,3%,-0.4%,-1%,4,-1%,6%,0%
COc1ccc(C(=O)CSc2n[nH]c(=O)n2Cc2ccco2)cc1,0%,2%,1%,0%,-1%,0.3%,-3%,5,3%,3%,-5%
CN1Cc2sc(N)c(C#N)c2CC1(C)C,-2%,12%,-2%,?,-3%,-0.6%,6%,4,22%,-1%,-10%
O=C(O)CSCC(=O)Nc1ccc(C(F)(F)F)cc1,-3%,-9%,-5%,1%,-7%,0.0%,0%,15,6%,-4%,0%
CCOc1cc(C(=O)N2CCc3cc(OC)c(OC)cc3C2)ccc1OC(F)F,·,-8%,-6%,?,-5%,-0.3%,·,8,-4%,?,·
Cc1ccc(-n2c(C)cc(/C=N/NC(=O)c3ccncc3)c2C)cc1,·,-7%,-1%,2%,5%,0.0%,1%,24,-1%,2%,-12%
CC(=O)Nc1cccc(OC(=O)c2ccoc2C)c1,4%,4%,12%,?,-20%,-0.7%,1%,20,0%,13%,-5%
COc1cc(CNn2nnnc2N)ccc1OCc1c(Cl)cccc1Cl,·,-3%,-2%,3%,-11%,0.4%,-2%,-1,3%,5%,2%
Cc1ccc(/C=C2\SC(=S)N(CCC(=O)NNC(=O)c3ccc(O)cc3)C2=O)cc1,-7%,2%,4%,-14%,0%,-0.3%,2%,-16,-18%,?,0%
Cc1cc(C)cc(C(=O)N2CCN(Cc3ccc4c(c3)OCO4)CC2)c1,3%,9%,-6%,-9%,-3%,-1.2%,·,3,1%,-3%,-3%
Cc1c(CN2CCC(CO)(CCOc3ccccc3)CC2)[nH]c2c(Cl)cccc12,9%,-14%,-36%[inhibitor],-6%,3%,-0.2%,7%,0,2%,?,0%

# Screens deposited in PubChem by National Center for Advancing Translational Sciences (NCATS).
